Rac1 GTP hydrolysis = MgcRacGAP GTPase-activating activity inhibitors, confirmation, biochemical, ADP Hunter fluorescence; AID 624330, 2012; 0.6% of 340,000 active; inhibition, % at 30 µM; hits with a dose series show IC50 in µM; Rac GTPase-activating protein 1 (Homo sapiens); MgcRacGAP-stimulated Rac1 GTP hydrolysis, ADP Hunter fluorescence; higher % means a stronger effect; GST-tagged Rac1 F28L mutant substrate;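 active = first-screen hits whose inhibition reached a set limit at any dose in the follow-up dose series; inconclusive = inhibition above the set first-screen limit but never retested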;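 also: fluorescence reports GDP produced by GAP-driven GTP hydrolysis; strong numbers were not always called active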
UTI89 phage lysis = inhibition of K1F phage lysis, E. coli UTI89, bacterial capsule biogenesis inhibitors, alamar blue (AID 488966); 0.02% of 340,000 active; inhibition, % at 100 µM; hits with a dose series show IC50 in µM; E. coli UTI89 K1F phage lysis, alamar blue, 2 h; higher % means a stronger effect;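 active = phage lysis inhibition, versus mean bacterial control, above a set limit; inconclusive = no clear call, values can overlap the other calls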;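 also: capsule biogenesis inhibitors block K1F phage lysis so surviving cells raise fluorescence; higher fluorescence means more inhibition of phage lysis; actives were called in the ten point dose series up to 300 µM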
NTR1 agonist = agonists of NTR1, primary screen, imaging, U2OS cells, beta-arrestin-GFP, high content (AID 493036); NTR1-U2OS beta-arrestin-GFP spot imaging, agonist mode; 0.17% of 330,000 active; activation, % at 20 µM;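 active = activation at or above 40% of the spot to cytoplasm intensity ratio, with at least 20 cells analyzed; inconclusive = wells under 20 cells, flagged as cytotoxic or low count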;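 also: 0% = DMSO without peptide and 100% = 100 nM NTR1 peptide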
Target sequence (P30989 whole entry, looked up): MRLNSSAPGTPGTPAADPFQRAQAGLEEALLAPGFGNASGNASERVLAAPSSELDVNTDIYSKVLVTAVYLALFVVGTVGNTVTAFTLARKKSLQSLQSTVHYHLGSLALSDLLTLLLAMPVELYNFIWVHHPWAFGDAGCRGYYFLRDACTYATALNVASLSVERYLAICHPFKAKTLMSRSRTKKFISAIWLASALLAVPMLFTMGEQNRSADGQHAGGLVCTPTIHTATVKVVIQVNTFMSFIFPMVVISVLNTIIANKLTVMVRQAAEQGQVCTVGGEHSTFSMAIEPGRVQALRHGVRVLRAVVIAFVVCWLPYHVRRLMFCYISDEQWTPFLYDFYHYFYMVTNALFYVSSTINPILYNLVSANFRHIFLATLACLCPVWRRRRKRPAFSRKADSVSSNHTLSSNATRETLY
AID2073 = inhibitors of Mint1-CaV2.2 protein interaction, biochemical, HTRF (AID 2073). inhibition, % at 20 µM, or IC50 in µM where a hit was titrated. 0.19% of 290,000 active. HTRF protein-protein interaction, Mint1-CaV2.2; higher % means a stronger effect; in the data active = inhibition mostly above about 51%, no sharp cut-off; inconclusive = no clear call, values can overlap the other calls; inactive = mostly below about 53%; also: some results filed as inactive read as strong as hits
Siah-1 displacement = Siah-1 peptide-binding antagonists, primary screen, biochemical, fluorescence polarization, rhodamine-plectin, uHTS (AID 1817); E3 ubiquitin-protein ligase SIAH1 (Homo sapiens); Siah-1 / rhodamine-plectin peptide fluorescence polarization; higher % means a stronger effect; displacement, % at 20 µM; hits with a dose series show IC50 in µM; 0.02% of 290,000 active;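 active = displacement of at least 50% at 20 µM, with a fluorescence ratio check between 0.3 and a set limit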;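 also: plate controls were Siah plus tracer with DMSO for no effect and tracer alone without Siah for full effect; strong numbers were not always called active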
Large T inhibition = SV40 large T antigen inhibitors, biochemical (AID 1903); SV40 large T antigen ATPase/helicase inhibition assay; higher % means a stronger effect; one-dose inhibition, % at 20 µM; IC50 in µM for titrated hits; 0.39% of 310,000 active; in the data active = a potency from the dose series; inconclusive = inhibition mostly from about 32% at the one dose, without a potency; inactive = the rest, 99 in 100 with inhibition below about 32%; also: strong numbers were not always called active
West Nile virus CPE = West Nile virus antiviral activity, cell-based, CPE readout (AID 1621) | West Nile virus-infected cells, CPE inhibition; higher % means a stronger effect | one-dose CPE inhibition, % at 10 µM; IC50 in µM for titrated hits | 0.02% of 290,000 active; in the data active = a potency from the dose series; inconclusive = CPE inhibition mostly from about 3.7% at the one dose, without a potency; inactive = the rest, 99 in 100 with CPE inhibition below about 2.2%; also: strong numbers were not always called active
Dengue-2 NS5 capping = Dengue-2 NS5 methyltransferase inhibitors, primary screen, biochemical, confirmation dose response (AID 588689). Genome polyprotein (Dengue virus type 2 (strain 16681-PDK53)). inhibition, % at 25 µM; hits with a dose series show IC50 in µM. 0.3% of 340,000 active. Dengue-2 NS5 methyltransferase capping enzyme assay, biochemical; higher % means a stronger effect; in the data active = a potency from the dose series; inconclusive = inhibition above about 29% without an active follow-up result
RSV CPE inhibition = RSV antiviral activity via CPE protection, HEp-2 cells, primary 10 µM value included (AID 2391); 0.13% of 310,000 active; one-dose CPE inhibition, % at 10 µM; IC50 in µM for titrated hits; HEp-2 cells, RSV-induced CPE inhibition; higher % means a stronger effect; in the data active = a potency from the dose series; inconclusive = CPE inhibition mostly from about 23% at the one dose, without a potency; inactive = the rest, 99 in 100 with CPE inhibition below about 21%; also: strong numbers were not always called active
NTR1 agonist cell count 20 µM = recorded beside NTR1 agonist, whose call it bears; cell count; measured here: cell count, cytotoxicity flag
Dengue-2 NS5 capping pilot replicate = also measured in Dengue-2 NS5 capping; calls as there; inhibition, %; measured here: pilot screen replicate inhibition
* hit, by the source's call; ? = inconclusive; . = no result given; [ ] = remark or other dose.

SMILES | Rac1 GTP hydrolysis | UTI89 phage lysis | NTR1 agonist | NTR1 agonist cell count 20 µM | AID2073 | Siah-1 displacement | Large T inhibition | West Nile virus CPE | Dengue-2 NS5 capping | RSV CPE inhibition | others
O=C(Nc1ccc(NC(=O)c2cccs2)c(Cl)c1)c1ccco1 | 6% | 0.1% | -1.2 | 92 | 8% | 3% | 19% | -0.9% | 8% | 6.7%
CCN(C[C@H]1N[C@@](CC)(C(=O)OC)[C@H]2C(=O)N(C)C(=O)[C@@H]12)C(=O)Nc1ccc(C)cc1 | 6% | 0.3% | -1.5 | 58 | . | . | . | . | -4% | . | Dengue-2 NS5 capping pilot replicate=-1.8
O=C(Nc1ccc(N2CCN(Cc3ccccc3)CC2)cc1)c1ncn[nH]1 | -11% | -0.6% | 1.0 | 100 | 19% | 2% | 1% | 0.0% | 23% | -0.2% | Dengue-2 NS5 capping pilot replicate=0.0
Cc1ccc(OCc2ccc(C(=O)O)o2)c([N+](=O)[O-])c1 | 6% | 2.6% | 0.6 | 48 | 2% | -6% | 10% | 0.6% | 4% | 0.6%
CCn1c(CNS(=O)(=O)c2ccc(Br)cc2)n[nH]c1=S | 2% | 0.5%[50 µM] | 2.2 | 71 | -24% | 2% | 12% | -0.6% | -9% | 0.6%
Cc1ccc(-c2csc3ncnc(Nc4ccc(C(=O)O)cc4)c23)cc1 | 0% | -0.3% | 2.4 | 63 | 23% | -3% | 26% | 1.5% | 5% | 1.8%
COc1ccccc1CN(CC(=O)NCc1ccc(F)cc1)C(=O)c1csnn1 | 4% | 0.0% | -0.7 | 47 | 10% | 7% | 5% | -0.4% | -7% | 0.3%
Cc1cccc(Nc2nc(N)c([N+](=O)[O-])c(N3CCC(C)CC3)n2)c1 | 6% | -1.5%[50 µM] | 22 | 70 | -6% | -4% | 2% | -1.6% | 1% | 9.6%
CNC(=O)c1ccsc1NC(=O)c1sc2ccccc2c1Cl | 8% | 0.1% | 14 | 89 | 10% | 1% | 12% | . | 7% | 0.9%
CCOC(=O)c1c[nH]c2nc(C)ccc2c1=O | 6% | -0.6% | 0.7 | 55 | 17% | 24% | 11% | 0.2% | 26% | 3.6%
CN(C)c1ccc(P(=O)(COc2ccc([N+](=O)[O-])cc2)c2ccc(N(C)C)cc2)cc1 | . | . | 3.2 | 65 | -14% | -8% | 24% | -1.3% | . | 2.6%
CN(C)C(=O)c1ccc(Cl)cc1[N+](=O)[O-] | 1% | 1.0% | -0.8 | 20 | 10% | 6% | -5% | -1.1% | -6% | -0.6%
CSc1cccc(NC(=S)N2CCC(N(C)C(C)C)CC2)c1 | 3% | 0.0% | -0.4 | 58 | -17% | -4% | 1% | -0.3% | 0% | 1.7%
CC(C)n1c(SCC(=O)NCc2ccco2)nnc1C1CC1 | 4% | -0.1% | 0.6 | 64 | -5% | -3% | 19% | -0.1% | -4% | -0.4%
COC(=O)[C@H](CCSC)NC(=O)Nc1ccc(OC)cc1OC | 4% | 2.3% | 0.9 | 68 | -9% | 7% | 4% | -0.1% | 2% | 1.0%
COc1ccc(NS(=O)(=O)Cc2ccccc2Cl)cn1 | 1% | 0.0% | 1.7 | 84 | 9% | -1% | 19% | 0.1% | -3% | 2.7%
Nc1ccccc1-c1nnc(-c2ccccc2N)n1N | 8% | 0.5% | 1.1 | 41 | 0% | 2% | 9% | 0.5% | -2% | -0.3%
Cc1nc(-c2ccc([N+](=O)[O-])cc2)sc1C(=O)O | 6% | -3.1% | -0.9 | 46 | 18% | 14% | 28% | -0.2% | 8% | 1.8%
Cc1cc(C(=O)Cn2cc([N+](=O)[O-])ccc2=O)c(C)n1CC1CCCO1 (stereo not drawn) | 7% | 0.9%[50 µM] | -1.6 | 76 | . | . | . | . | 1% | .
CC1CCCC(C)N1C(=O)c1ccc2c(c1)S(=O)(=O)c1ccccc1C2=O (stereo not drawn) | 9% | 0.0% | 0.0 | 43 | 11% | -3% | -2% | -1.5% | 3% | 16%
COCCCNCC(O)COc1cccc2[nH]c(C)cc12 (stereo not drawn) | 9% | -0.1% | 1.2 | 57 | -2% | 0% | 11% | 0.0% | 4% | -0.8%
CCN(CC)C(=O)Cn1cc(S(=O)(=O)CC(=O)Nc2ccc(F)cc2F)c2ccccc21 | 6% | 0.3%[50 µM] | 1.3 | 67 | 0% | 7% | 6% | -0.9% | 3% | 1.1%
Cc1cc(C(=O)COc2ccccc2C(N)=O)c(C)n1C | 8% | 0.2% | -1.0 | 49 | -5% | -4% | -1% | 0.9% | -8% | 6.1%
COc1ccc(S(=O)(=O)Nc2c(NC3CCCCC3)c3ccccc3oc2=O)cc1 | 4% | 0.7% | 3.5 | 55 | 11% | 8% | -1% | -0.1% | 6% | -2.2%
COc1ccc(NC(=O)CSc2nncs2)cc1S(=O)(=O)N1CCCCC1 | 4% | 0.5%[50 µM] | -0.4 | 47 | . | . | . | . | -9% | .
CC(C)OC(=O)Cn1c(-c2ccccc2)c(-c2ccccc2)nnc1=O | 14% | 0.2% | 0.9 | 77 | 1% | 13% | 4% | -1.4% | . | 0.6%
O=C(COC(=O)C1CCC1)NC(=O)c1ccccc1 | 2% | 1.0%[50 µM] | -1.2 | 51 | . | . | 19% | . | -7% | -0.6%
Nc1nc2ccccc2n1CCOc1ccc(F)cc1 | 14% | 5.4% | 0.7 | 47 | 10% | -2% | -3% | -1.7% | -3% | 1.8%
O=C(NNC(=O)C1CCN(Cc2ccccc2)CC1)c1cccc(Cl)c1 | 6% | 0.0% | 0.3 | 50 | -1% | 2% | 4% | -0.4% | 0% | 0.4%
CCOC(=O)CSc1ncc(OC)c(Sc2ccc(OC)cc2)n1 | 3% | 0.0% | -0.1 | 77 | -6% | 3% | 6% | -0.5% | -1% | 0.4% | Dengue-2 NS5 capping pilot replicate=-2.7
Nn1cnnc1SCC(=O)Nc1ccc2c(c1)OCO2 | 2% | -2.1% | 2.2 | 43 | 4% | 14% | -2% | -0.2% | -8% | 0.8%
COC(=O)[C@@H]1C[C@H]2CC[C@H](O)C[C@H]2N1Cc1ccc(C)s1 | -2% | -0.9% | -3.5 | 84 | 11% | -2% | 14% | -0.3% | -10% | 2.2%
CCOC(=O)c1c(N)sc2c(NC(C)=O)cccc12 | ? | -0.2% | -1.2 | 82 | -5% | 0% | ? | 0.6% | 6% | 0.8%
Cc1cc(=O)[nH]c(N/N=C/c2ccc(OC(=O)c3cccnc3)cc2)n1 | 15% | 0.1%[50 µM] | 2.2 | 63 | 15% | 8% | 17% | 0.5% | 2% | 0.0%
Cc1ccccc1OCC(=O)NC(=S)Nc1cccc2cc(O)ccc12 | 13% | 0.0% | 32 | 65 | 45% | -2% | 5% | -0.2% | 4% | 1.0%
COc1ccc(-n2c(C)nc(N)c2C(=O)c2ccccc2)cc1 | 10% | 1.8% | 0.2 | 63 | 0% | 8% | 3% | 0.1% | 2% | 2.4%
CCc1ccc(Nc2cnn(-c3nc4ccccc4s3)c(=O)c2Cl)cc1 | 1% | 3.9%[50 µM] | 18 | 60 | 10% | 8% | -7% | -1.2% | -1% | 41%
Nc1cccnc1Sc1ccc(Cl)cc1 | 11% | 0.4% | -5.5 | 83 | 2% | 5% | 5% | 0.3% | 1% | -0.1% | Dengue-2 NS5 capping pilot replicate=0.0
O=C(CCCN1C(=O)c2cccc3cccc(c23)C1=O)NCc1cccnc1 | 8% | 0.4% | -0.7 | 59 | 15% | 1% | -8% | . | -5% | 1.6%
Cc1ccc(NC(=O)CN2CCc3cc4c(cc3C2C)OCCCO4)cc1 (stereo not drawn) | 9% | 2.2% | 0.0 | 72 | ? | -3% | 9% | -0.2% | 8% | ?
CC(C)(C)c1ccc(C(=O)NCCCNC(=O)c2ccco2)cc1 | 2% | 0.6% | -2.5 | 39 | 6% | 0% | 6% | -0.8% | -1% | 1.3%
O=C(Cc1ccc(Br)cc1)N1CCCC1 | 10% | 1.4% | -0.8 | 55 | 6% | -3% | 3% | -0.3% | -1% | -0.7%
COc1ccc(S(=O)(=O)N/N=C(/C)c2ccc(Cl)cc2)cc1 | 7% | 2.6% | -1.4 | 63 | -12% | 4% | 26% | 0.0% | -2% | 2.2%
O=c1c2ccc(Cl)cc2nc(-c2ccc([N+](=O)[O-])cc2)n1O | 10% | 0.1% | -0.6 | 98 | 2% | 1% | 1% | 0.4% | -4% | 3.2%
CCCCNCCOCCOc1ccc(Cl)cc1Br | 16% | 0.1% | 0.3 | 46 | -6% | 5% | 1% | -2.0% | 0% | 2.6%
COc1ccccc1NC(=S)NC1CCCCCC1 | 5% | 3.2%[50 µM] | 1.5 | 55 | -21% | -2% | 9% | -0.8% | 2% | 1.2%
CCOC(=O)c1c(NC(=O)CSc2nncn2C)sc(C)c1C | 2% | 7.1% | . | . | 7% | -2% | 1% | . | 10% | 0.3%
COc1ccc(S(=O)(=O)N2CCC(C(=O)N[C@@H](C)C(=O)NCc3cccc(OC)c3)CC2)cc1 | 5% | 0.4% | 0.1 | 56 | -4% | -2% | -4% | -0.2% | 0% | 0.5%
Nc1cc(=O)nc(SCC(=O)N2CCN(c3ccccc3)CC2)n1-c1ccccc1 | 3% | 0.0% | -0.3 | 68 | 3% | 2% | 11% | -0.1% | -1% | 0.6%
Cc1ccc(S(=O)(=O)N2CCOCC2)cc1C(=O)N1CCCC1 | -3% | -0.2% | -1.5 | 43 | 10% | 1% | 8% | -0.7% | 8% | 1.4%
O=C(N/N=C/c1ccccn1)c1ccncc1 | 8% | 0.6% | -1.3 | 71 | -8% | -1% | 5% | -0.2% | -4% | -1.4%
CC(c1ccccc1)n1c(NCCCn2ccnc2)nc2c1c(=O)[nH]c(=O)n2C (stereo not drawn) | . | . | -0.7 | 46 | -7% | -2% | 2% | 0.4% | . | .

Fetched one by one from the list above (two):
SMILES | Rac1 GTP hydrolysis | UTI89 phage lysis | NTR1 agonist | NTR1 agonist cell count 20 µM | AID2073 | Siah-1 displacement | Large T inhibition | West Nile virus CPE | Dengue-2 NS5 capping | RSV CPE inhibition | others
CC(c1ccccc1)n1c(NCCCn2ccnc2)nc2c1c(=O)[nH]c(=O)n2C (stereo not drawn) | . | . | -0.7 | 46 | -7% | -2% | 2% | 0.4% | . | .
COc1ccc(S(=O)(=O)N/N=C(/C)c2ccc(Cl)cc2)cc1 | 7% | 2.6% | -1.4 | 63 | -12% | 4% | 26% | 0.0% | -2% | 2.2%

Assay outcomes from PubChem BioAssay.
